Source: PubChem (National Center for Advancing Translational Sciences (NCATS))
RGS4 inhibitor: Inhibitors of Regulator of G Protein Signaling (RGS) 4: qHTS; Regulator of G-protein signaling 4 (Homo sapiens), P49798; Transcreener GDP fluorescence polarization, RGS4-accelerated GTP hydrolysis; Potency, µM (highest dose often 114 µM), inactives show at the highest dose activity change, negative = inhibition, usual class: inhibitors; actives 0.039% (n = 390,000); AID 504845, 2011; note: % is set by controls: 0 for no effect and ±100 for the full control effect; nearly all actives have a fitted effect of over 75% in size; some results filed as inactive show a strong effect at the top dose
Target sequence (P49798 whole entry, looked up): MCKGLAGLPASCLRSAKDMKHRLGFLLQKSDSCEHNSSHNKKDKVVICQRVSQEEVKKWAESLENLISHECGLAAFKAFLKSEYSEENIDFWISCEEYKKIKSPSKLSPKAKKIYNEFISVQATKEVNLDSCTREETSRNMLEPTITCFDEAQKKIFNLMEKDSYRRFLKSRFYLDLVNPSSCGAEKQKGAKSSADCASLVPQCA
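MLSMR compounds (23 nl, pin-transferred) preincubated 10 min at room temperature with a 500nM (2x) first reagent, then RGS4 at 900nM (2x) plus Transcreener GDP mix added; fluorescence polarization (620/688 nm) read before and after 90 min at 30 °C.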
Vif-A3G inh: qHTS for Inhibitors of Vif-A3G Interactions: qHTS; DNA dC->dU-editing enzyme APOBEC-3G (Homo sapiens), Q9HC16; HeLa A3G-eYFP + Vif (tagged APOBEC3G with the HIV-1 protein that degrades it), YFP fluorescence, overnight; Potency, µM (series often up to 46.1 µM), without a hit: at the top dose activity, negative = active, most hits filed as inhibitors; actives 0.076% (n = 410,000); AID 602310, 2012;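 note: % is set by controls: 0 for no effect and ±100 for the full control effect; nearly all actives have a fitted effect of over 60% in size; hits raise eYFP signal because A3G escapes Vif-driven loss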
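Read-out is eYFP fluorescence (Ex 488/Em 500-530) from Vif-expressing HeLa A3G-eYFP cells; more signal means A3G escaped Vif-mediated degradation. Cells plated overnight, compound pinned in, incubated overnight at 37 deg C.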
TrxR1 substrate: qHTS Assay for Substrates of Mammalian Selenoprotein Thioredoxin Reductase 1 (TrxR1): qHTS; Thioredoxin reductase 1, cytoplasmic (Rattus norvegicus), O89049; purified TrxR1 substrate turnover, NADPH consumption readout; Potency, µM (titrated, usually from 114 µM), without a hit: at the highest dose activity change, negative = substrate turnover; actives 0.01% (n = 390,000); AID 588456, 2011; note: % is set by controls: 0 for no effect and ±100 for the full control effect; nearly all actives have a fitted effect of over 50% in size
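Rat TrxR1, dispensed at 90 nM, was prereduced with 400 uM NADPH (final) for 5 min at ~22 deg C, then incubated with compound 15 min before 400 uM selenite. A first-read NADPH fluorescence drop versus no-compound background flagged substrates.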
USP1 inh: Inhibitors of USP1/UAF1: Primary Screen. Ubiquitin carboxyl-terminal hydrolase 1 (Homo sapiens), O94782. recombinant USP1/UAF1, Ub-Rhodamine cleavage fluorescence. Potency, µM (doses to about 57.1 µM), for the others: at the top dose activity change, negative = inhibition, actives largely listed as inhibitors. actives 0.23% (n = 390,000). AID 743255, 2014; note: % is set by controls: 0 for no effect and ±100 for the full control effect; nearly all actives have a fitted effect of over 60% in size; inactives centre near -12
Target sequence (O94782 whole entry, looked up): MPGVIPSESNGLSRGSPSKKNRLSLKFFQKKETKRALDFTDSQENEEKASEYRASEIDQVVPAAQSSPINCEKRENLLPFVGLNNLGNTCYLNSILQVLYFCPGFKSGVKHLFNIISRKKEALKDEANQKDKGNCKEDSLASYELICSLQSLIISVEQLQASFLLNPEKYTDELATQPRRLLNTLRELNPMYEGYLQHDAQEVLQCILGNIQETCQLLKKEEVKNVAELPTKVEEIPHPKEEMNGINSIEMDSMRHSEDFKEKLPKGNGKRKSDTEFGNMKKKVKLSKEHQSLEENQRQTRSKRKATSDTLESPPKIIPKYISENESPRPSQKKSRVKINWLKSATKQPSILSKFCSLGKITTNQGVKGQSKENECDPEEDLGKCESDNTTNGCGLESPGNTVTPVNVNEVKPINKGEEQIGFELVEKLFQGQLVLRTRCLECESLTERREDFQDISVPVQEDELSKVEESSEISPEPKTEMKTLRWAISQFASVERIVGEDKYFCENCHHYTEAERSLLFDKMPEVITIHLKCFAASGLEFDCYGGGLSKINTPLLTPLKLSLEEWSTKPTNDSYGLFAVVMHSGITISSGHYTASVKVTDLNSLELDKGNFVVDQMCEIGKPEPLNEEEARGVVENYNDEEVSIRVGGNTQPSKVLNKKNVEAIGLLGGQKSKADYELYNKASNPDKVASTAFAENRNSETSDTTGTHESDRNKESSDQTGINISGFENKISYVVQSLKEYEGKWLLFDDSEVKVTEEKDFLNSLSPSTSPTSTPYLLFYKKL
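1 nM enzyme complex + cpd, 15 min RT; start with Ub-Rho 150nM final; kinetic fluorescence ex 480/em 540, 6 reads q60 s. Buffer 50mM HEPES pH 7.8, 0.5mM EDTA, 0.1 mg/ml BSA, 1mM TCEP, 0.01% Tween-20.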
Vif-APOBEC3F blk: qHTS for Inhibitors of Vif-A3F Interactions: qHTS | HeLa A3F-eYFP + Vif (tagged APOBEC3F with the HIV-1 protein that degrades it), YFP fluorescence increase | Potency, µM (titrated, usually from 46.1 µM), inactives show at the highest dose activity, negative = active | actives 0.2% (n = 390,000) | AID 602313, 2012; note: % of control where 0% means no effect; nearly all actives have a fitted effect of over 65% in size
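HeLa cells stably expressing Vif plus C-terminally eYFP-tagged A3F were seeded, incubated overnight at 37 deg C, dosed with compound, incubated overnight again at 37 deg C. Yellow fluorescence (Ex 488/Em 500-530) reported blocked Vif-mediated A3F-eYFP degradation.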
rTrxR1 inhibitor: qHTS Assay for Inhibitors of Mammalian Selenoprotein Thioredoxin Reductase 1 (TrxR1): qHTS; Thioredoxin reductase 1, cytoplasmic (Rattus norvegicus), O89049; recombinant rTrxR1, NADPH fluorescence consumption, selenite substrate; Potency, µM (titrated, usually from 114 µM), for inactives: top-dose activity change, negative = inhibition, most hits filed as inhibitors; actives 1% (n = 390,000); note: % is set by controls: 0 for no effect and ±100 for the full control effect; nearly all actives have a fitted effect of over 65% in size
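Rat TrxR1 (90 nM in the dispensed reagent) was pre-reduced with 400 uM NADPH for 5 min at room temperature, then incubated with compound for 15 min. After 400 uM selenite was added, NADPH fluorescence (Ex 340/Em 450 nm) was followed for 8 min.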
RXFP1 ag: qHTS Assay for Agonists of the Relaxin Receptor RXFP1; Relaxin receptor 1 (Homo sapiens), Q9HBX9; HEK293T-RXFP1 cAMP TR-FRET, 30 min; response scale: percent of porcine relaxin response, buffer zero; Potency, µM (doses to about 57.5 µM), for the others: at the top dose activation, actives largely listed as activators; actives 0.3% (n = 370,000); AID 2676, 2010; note: % is set by controls: 0 for no effect and ±100 for the full control effect; nearly all actives have a fitted effect of over 60% in size; many of its hits are not listed in these tables
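HEK293 cells stably expressing RXFP1, treated 30 min at 37C with compounds plus PDE4 inhibitor Ro 20174; cAMP measured by HTRF TR-FRET. Normalized to buffer and 29 nM porcine relaxin; EC50 by Hill fit.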
ALOX12 inh: Primary qHTS assay for inhibitors of human arachidonate 12S-lipoxygenase (ALOX12): Round 2; purified 12hLO, xylenol orange hydroperoxide absorbance; Potency, µM (titrated, usually from 108 µM), inactives show at the highest dose activity change, negative = inhibition, most hits filed as inhibitors; actives 1.1% (n = 580,000); note: % is set by controls: 0 for no effect and ±100 for the full control effect
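Purified human 12hLO (150 nM final) in 25 mM Hepes, 0.01% Triton X-100, pH 7.0 was preincubated 15 min at room temperature with compound. Then 40 uM arachidonic acid was added, 30 min. Hydroperoxide was read by Fe-XO absorbance ratio 573/405 nm.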
IDH1 R132H inh: qHTS for Inhibitors of mutant isocitrate dehydrogenase 1 (IDH1): qHTS; actives 0.093% (n = 390,000); IDH1-R132H enzyme, NADPH consumption, diaphorase/resazurin fluorescence; Isocitrate dehydrogenase [NADP] cytoplasmic (Homo sapiens), O75874; Potency, µM (doses to about 76.6 µM), for the others: at the top dose activity change, negative = inhibition, most hits filed as inhibitors; note: % is set by controls: 0 for no effect and ±100 for the full control effect; nearly all actives have a fitted effect of over 65% in size
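IDH1-R132H (0.5 ug/mL dispensed) in pH 7.5 Tris buffer was preincubated 30 min with compound, then given a substrate mix of 0.016 mM NADPH and 2 mM alpha-KG for 80 min at room temperature; remaining NADPH was read by diaphorase/resazurin fluorescence.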
Active calls of the source: *; ? = inconclusive; · = no result given; & = joins results of further samples; [ ] = remark or other dose. Calls come from the whole dose curve; as a rule, active = well fitted curve in the direction sought with a large enough effect; inconclusive = small, poorly fitted or top-dose-only effect, or another doubt; inactive = no such curve, though single readings can be large; an effect the other way counts as inactive or inconclusive. Potency is the fitted concentration of half-maximal effect. Only part of the results is shown; the hit share may differ from the screen's.

[1] CN1CC(c2ccccn2)C2(SC(=S)N(Cc3ccccc3)C2=O)C12C(=O)Nc1ccccc12 (stereo not given)
[2] Cc1ccc(-n2c(C(C)C)nc3oc4ccccc4c(=O)c3c2=O)cc1
[3] COc1cc(OC)cc(C(=O)NNC(=O)C(=O)Nc2cc(OC)c(Cl)cc2OC)c1
[4] Oc1ccccc1/C=N/NC(=S)NCCc1ccccc1
[5] CCOc1ccccc1Nc1nc(N)nc(CN(C)C2CCCCC2)n1
[6] Cc1snc(SCC(=O)N/N=C(\N)COc2ccc(F)cc2)c1C#N
[7] COc1ccc(S(=O)(=O)NN(C)c2nc(C(F)(F)F)nc3ccccc23)cc1
[8] COc1cccc(Cn2nnc3c(=O)[nH]c(C4CCCN(C(=O)c5ccc(C)cc5)C4)nc32)c1 (stereo not given)

Compound,1,2,3,4,5,6,7,8
RGS4 inhibitor,-48%,6%,-11%,-13%,-27%,-9%,9%,10%
Vif-A3G inh,4%,1%,4%,2%,3%,-6%,?,3%
TrxR1 substrate,5%,4%,3%,-1%,-8%,10%,-1%,-8%
USP1 inh,-19%,-22%,-26%,-13%,-11%,-8%,-26%,-23%
Vif-APOBEC3F blk,-7%,-3%,0%,?,-2%,-8%,-1%,-2%
rTrxR1 inhibitor,-8%,43%[activator],21%,12%,-26%,24%,12%,-6%
RXFP1 ag,2.7%,0.0%,-0.6%,-2.2%,0.3%,2.2%,-2.4%,-0.6%
ALOX12 inh,0%,?,-26%,0%,41%[activator],-8%,?,?
IDH1 R132H inh,?,-2%,8%,0%,3%,0%,3%,17%

[9] CCOc1ccc2nc(N3CCCC(C(=O)NCCCN4CCOCC4)C3)sc2c1 (stereo not given)
[10] CCN(C(=O)CCS(=O)(=O)c1cccc2nsnc12)c1cccc(C)c1
[11] COCCN(CC(=O)NC1CCCCC1)C(=O)c1csnn1
[12] COC(=O)Cc1cc(=O)[nH]c(/N=C(\N)Nc2ccccc2)n1
[13] C#CCN(C[C@H]1[C@H](OC(=O)NCc2ccc(OC)c(OC)c2)[C@H](OC(=O)NCc2ccc(OC)c(OC)c2)C[C@@H](C(=O)OC)[C@H]1C(=O)OC)S(=O)(=O)c1ccc(C)cc1
[14] COc1ccc(-c2cc(-c3ccco3)[nH]c(=O)c2C#N)cc1OC
[15] Cc1ccc(N=Cc2c(C)[nH]n(-c3nc4ccccc4[nH]3)c2=O)cc1
[16] Cc1ccccc1-n1nnnc1SCCCC(=O)c1ccc(F)cc1

Compound,9,10,11,12,13,14,15,16
RGS4 inhibitor,-10%,-13%&-34%,13%,-52%,·,?,-32%,-8%
Vif-A3G inh,2%,1%&-4%,2%,1%,0%,-6%,0%,0%
TrxR1 substrate,0%,2%,5%[57.1 µM],0%,·,46%[activator],-7%,-13%
USP1 inh,-14%,-17%&-22%,0%,-7%,-5%,-25%,8%,-6%
Vif-APOBEC3F blk,3%,4%&-1%,-3%,-3%,-10%,-11%,-1%,1%
rTrxR1 inhibitor,24%,-20%&-30%,14%[57.1 µM],11%,·,16µM*,-17%,-12%
RXFP1 ag,-0.5%,1.9%&1.8%,0.7%,0.0%,·,1.4%,4.1%,3.0%
ALOX12 inh,6%,-22%&-27%,-9%,-17%,94%,?,-16%,-3%
IDH1 R132H inh,0%,7%&-12%,3%,0%,14%,0%,-2%,2%

[17] CCOc1ccc(NC(=O)Cn2c(CCC(=O)O)ccc2-c2ccc(C)cc2)cc1
[18] CCOC(=O)C1=C(CC)OC(N)=C(C#N)C1c1ccc(F)cc1F (stereo not given)
[19] O=C(NCc1ccco1)c1ccc2[nH]c(=O)c(=O)[nH]c2c1
[20] CC(C(=O)Nc1ccccn1)c1ccccc1 (stereo not given)
[21] CCc1ccc(OCC(=O)NNC(=O)c2cc3ccccc3o2)cc1
[22] CN(c1ccccc1)S(=O)(=O)c1nnc(NC(=O)c2ccco2)s1
[23] S=C(NC1CCCCC1)N1CCCCC1
[24] CC(C(=O)N(C)CC(=O)Nc1ccccc1C(F)(F)F)N1C(=O)c2ccccc2C1=O (stereo not given)

Compound,17,18,19,20,21,22,23,24
RGS4 inhibitor,4%,0%,-9%,14%,1%,-11%&5%,14%,16%
Vif-A3G inh,-3%,-5%,-5%,1%,0%,-14%&-6%,-5%,6%
TrxR1 substrate,10%,8%[57.1 µM],26%,0%,10%,-9%&3%,2%,5%
USP1 inh,-8%,?,-21%,1%,-13%,-24%&-32%,1%,-23%
Vif-APOBEC3F blk,0%,4%,-1%,0%,-5%,-7%&-1%,-12%,8%
rTrxR1 inhibitor,3%,21%[57.1 µM],-12%,36%[11.4 µM],12%[57.1 µM],?,9%[57.1 µM],23%
RXFP1 ag,0.8%,-1.7%,-0.3%,2.2%,-0.8%,4.9%&1.9%,-8.9%,-2.0%
ALOX12 inh,12%,?,23%,-1%,-19%,?,28%,22%
IDH1 R132H inh,0%,3%,-2%,2%,12%,0%&-10%,16%,-7%

[25] O=S(=O)(NCc1ccc(F)cc1)c1ccc2[nH]c3c(c2c1)CCCC3
[26] CCOc1ccc(NC(=O)CN(C)C(=O)CCc2ccccc2Cl)cc1OCC
[27] CSc1ccc(S(=O)(=O)Nc2c(C)cccc2C)cc1
[28] Cc1c(O)c(=O)n(-c2ccccc2)n1C
[29] O=C(O)c1cc(N/N=C/c2ccc(OCc3ccccc3)cc2)ccc1Cl
[30] COc1cc(C(=O)NCC(=O)N2CCN(S(=O)(=O)c3ccccc3)CC2)cc(OC)c1OC
[31] COC(=O)/C(C#N)=C/c1c[nH]c2ccccc12
[32] Cc1ccc(NC(=O)CN2CCN(c3ccccn3)CC2)c(Cl)c1

Compound,25,26,27,28,29,30,31,32
RGS4 inhibitor,-15%,0%,-3%,9%,-34%,19%,-6%,-5%
Vif-A3G inh,-3%,0%,1%,-1%,1%,-1%,-4%,3%
TrxR1 substrate,-1%,-4%,3%,8%,-8%,-3%[57.1 µM],-2%,-7%[11.4 µM]
USP1 inh,-10%,-16%,-18%,-24%,-18%,-4%,-20%,-11%
Vif-APOBEC3F blk,-8%,-23%,-5%,-1%,-10%,3%,1%,0%
rTrxR1 inhibitor,14%,-3%,3%,?,10%[57.1 µM],-3%[57.1 µM],-5%,-2%[11.4 µM]
RXFP1 ag,1.9%,-0.3%,0.0%,-1.2%,1.3%,0.1%,-1.3%,-0.2%
ALOX12 inh,?,2%,18%,?,?,?,?,0%
IDH1 R132H inh,-5%,4%,3%,4%,5%,-12%,1%,7%

Part of the list above, in markdown:
| # | canonical_smiles | RGS4 inhibitor | Vif-A3G inh | TrxR1 substrate | USP1 inh | Vif-APOBEC3F blk | rTrxR1 inhibitor | RXFP1 ag | ALOX12 inh | IDH1 R132H inh |
| --- | --- | --- | --- | --- | --- | --- | --- | --- | --- | --- |
| 29 | O=C(O)c1cc(N/N=C/c2ccc(OCc3ccccc3)cc2)ccc1Cl | -34% | 1% | -8% | -18% | -10% | 10%[57.1 µM] | 1.3% | ? | 5% |
| 30 | COc1cc(C(=O)NCC(=O)N2CCN(S(=O)(=O)c3ccccc3)CC2)cc(OC)c1OC | 19% | -1% | -3%[57.1 µM] | -4% | 3% | -3%[57.1 µM] | 0.1% | ? | -12% |
| 31 | COC(=O)/C(C#N)=C/c1c[nH]c2ccccc12 | -6% | -4% | -2% | -20% | 1% | -5% | -1.3% | ? | 1% |

The results go on:
[33] CC1=C(C(=O)OC(C)C)C(c2cccnc2)n2ncnc2N1 (stereo not given)
[34] Cn1nccc1C(=O)NCc1ccc2c(c1)CCN2C(=O)c1ccc(Cl)cc1
[35] O=C(Nc1cccc(S(=O)(=O)N2CCCCC2)c1)C1=NN(c2ccccc2)C(=O)CC1
[36] O=C(Nn1cnnc1)c1ccc([N+](=O)[O-])cc1
[37] CC1C(=O)N(Cc2cn(CCC3OCCCO3)nn2)CCS(=O)(=O)N1Cc1ccc(-c2cccc(CO)c2)cc1 (stereo not given)

Compound,33,34,35,36,37
RGS4 inhibitor,-2%,4%,-1%,4%,·
Vif-A3G inh,3%,3%,0%,1%,1%
TrxR1 substrate,8%[57.1 µM],-10%[57.1 µM],-6%,-14%,·
USP1 inh,-8%,-9%,-8%,-3%,-3%
Vif-APOBEC3F blk,-6%,0%,5%,0%,-13%
rTrxR1 inhibitor,16%[57.1 µM],-11%[57.1 µM],7%,-20%,·
RXFP1 ag,-0.2%,1.5%,1.2%,2.5%,·
ALOX12 inh,35%[activator],-1%,12%,?,9%
IDH1 R132H inh,1%,-13%,8%,-2%,8%
